TCR activator = activates T cell receptor signaling; primary human leukocytes, anti-CD3, IL-2 HTRF, 48 h; Potency, µM (highest dose often 9.22 µM), for inactives: at the highest dose activation of IL-2 secretion, most hits filed as activators; 330,000 tested, under 10 active; AID 504894; also: % of control where 0% means no effect
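Using a-CD3 beads without co-stimulation, primary human leukocytes were exposed to compounds for 48 hr. An HTRF IL-2 kit measured the cytokine, with europium-to-d2 energy transfer producing emission at 665nm upon 320nm excitation.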
ELG1 DNA repair = blocks ELG1-dependent DNA repair in HEK293T cells; HEK293T ELG1-luciferase reporter, luminescence, 16 h; DNA damage induced by 5-fluorouridine; Potency, µM (highest dose often 46.1 µM), for inactives: at the highest dose activity change, negative = inhibition, hits mostly inhibitors; actives 2.3% (n = 330,000); also: potency is read from the fitted curve at half-maximal effect; % is scaled to controls: 0 for no effect and ±100 for the full control effect; nearly all actives have a fitted effect of over 55% in size
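Overnight (16 hr) co-exposure of 2,000 cells/well to 5-fluorouridine and compound at 37 °C preceded detection. Luciferase was quantified via ONE-Glo luminescence; loss of signal denotes inhibition.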
USP2a inh = inhibitors of human ubiquitin-specific protease USP2a | USP2 core, Ub-CHOP2 coupled fluorogenic reporter, 485/531 | Potency, µM (series often up to 38.3 µM), for the others: at the top dose activity change, negative = inhibition, most hits filed as inhibitors | O75604 | actives 0.01% (n = 330,000);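 also: potency is read from the fitted curve at half-maximal effect; plate controls were DMSO wells for no effect and full inhibition by NEM control for full effect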
Target sequence (O75604 whole entry, looked up): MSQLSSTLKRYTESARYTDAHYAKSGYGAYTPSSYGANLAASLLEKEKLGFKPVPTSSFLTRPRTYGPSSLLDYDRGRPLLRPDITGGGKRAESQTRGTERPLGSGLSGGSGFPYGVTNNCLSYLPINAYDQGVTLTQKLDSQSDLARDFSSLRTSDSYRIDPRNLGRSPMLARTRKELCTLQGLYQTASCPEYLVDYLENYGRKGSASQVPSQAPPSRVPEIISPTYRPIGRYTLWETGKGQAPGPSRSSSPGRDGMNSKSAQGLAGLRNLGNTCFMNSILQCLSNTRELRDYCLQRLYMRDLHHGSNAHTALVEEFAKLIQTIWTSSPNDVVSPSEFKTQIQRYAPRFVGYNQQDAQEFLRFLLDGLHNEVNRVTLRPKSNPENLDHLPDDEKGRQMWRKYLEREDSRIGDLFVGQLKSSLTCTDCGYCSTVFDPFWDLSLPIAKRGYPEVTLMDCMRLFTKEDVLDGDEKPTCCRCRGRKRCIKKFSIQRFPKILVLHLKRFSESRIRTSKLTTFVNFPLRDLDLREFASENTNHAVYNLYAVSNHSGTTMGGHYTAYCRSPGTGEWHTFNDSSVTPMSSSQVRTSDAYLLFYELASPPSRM
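Cell-free coupled assay: 10nM USP2 core preincubated 30min RT with compound in Tris-HCl pH 8.0/CaCl2/CHAPS buffer, then 25nM Ub-CHOP2 and 25nM reporter substrate; fluorescence (Ex 485/Em 531) read after 60min RT, normalized to NEM inhibition, concentration-response curves fitted.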
BCR signal inh = chronic active BCR signaling inhibition; ABC-DLBCL IkBa-CBG/CBR reporter, luminescence ratio, 4 h; AID 493014; Potency, µM (top dose mostly 46.1 µM), for inactives: at the top dose ratio change, negative = lower green/red ratio, hits mostly inhibitors; actives 0.05% (n = 340,000); active = well fitted inhibition curve with a large enough effect in the signal ratio, with a control signal flat, not every such curve was filed as active; inconclusive = small, poorly fitted or top-dose-only effect, or effect the other way, or a change in a side signal; the % refers to the signal ratio;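 also: potency is read from the fitted curve at half-maximal effect; plate controls were basal doxycycline-induced cells for no effect and cells given 10 µM MG132 for full effect; MG132 reads +100%, hits lower the ratio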
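Concentration-response series (up to 46 uM) were applied to TMD8 dual-reporter cells for 4 h at 37C with doxycycline. Green/red ratio, after filter-overlap correction, defined %Activity; red signal alone was normalised to basal cells and zero luminescence.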
TSHR antagonist = human thyrotropin receptor antagonism; TSHR-expressing cells, TSH-stimulated cAMP HTRF, 2 h; active compounds read low; P16473; actives 0.2% (n = 330,000); activity change, negative = inhibition, % at 11.5 µM;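 active = activity change below a set negative limit, meaning inhibition stronger than a set level, cut at about -70% in these data; inconclusive = activity change between two set negative limits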; also: % is scaled to controls: 0 for no effect and ±100 for the full control effect
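Inhibition of cAMP made by TSHR-expressing cells under TSH stimulation (4nM final, EC80; 2 h, 37 deg C) is quantified with a one-step lysis HTRF kit, anti-cAMP cryptate versus cAMP-d2.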
uPA generation = inhibitors of cell surface uPA generation. Potency, µM (top dose mostly 38.3 µM), inactives show top-dose activity change, negative = inhibition, actives largely listed as inhibitors. cell surface uPA generation assay, qHTS. actives 0.31% (n = 330,000); active = well fitted inhibition curve with a large enough effect; inconclusive = small, poorly fitted or top-dose-only effect; inactive = no such curve, though single readings can be large or run the other way; tested in mouse RAW 264.7 cells; also: potency is read from the fitted curve at half-maximal effect; % is scaled to controls: 0 for no effect and ±100 for the full control effect; nearly all actives have a fitted effect of over 55% in size
Mito fusion act = blocks mitochondrial division or promotes mitochondrial fusion; S. cerevisiae fusion-defective mutant growth rescue, CellTiterGlo 48 h; Potency, µM (highest dose often 46.1 µM), for inactives: at the top dose growth rescue (activation), usual class: activators; actives 0.23% (n = 320,000); AID 485298;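 also: potency is read from the fitted curve at half-maximal effect; % of control where 0% means no effect; nearly all actives have a fitted effect of over 45% in size; temperature-sensitive fusion mutants such as fzo1-1 at 37 °C on non-fermentable ethanol glycerol medium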
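Growth-rescue viability read-out: after 48 h at the non-permissive 37C in glycerol/ethanol YPEG, yeast mitochondrial fusion mutants are measured by CellTiterGlo luminescence; compounds (23 nl pinned per well) restoring growth score as division inhibitors or fusion activators.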
B2AR arrestin = recruits beta-arrestin to the human beta2-adrenergic receptor; Potency, µM (doses to about 46.1 µM), without a hit: at the top dose activation, actives largely listed as activators; P07550; beta-arrestin recruitment to beta2AR, cell-based reporter; actives 0.02% (n = 330,000);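 also: potency is read from the fitted curve at half-maximal effect; 0% = DMSO controls and full agonism = EC100 isoproterenol or metaproterenol; nearly all actives have a fitted effect of over 65% in size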
Target sequence (P07550 whole entry, looked up): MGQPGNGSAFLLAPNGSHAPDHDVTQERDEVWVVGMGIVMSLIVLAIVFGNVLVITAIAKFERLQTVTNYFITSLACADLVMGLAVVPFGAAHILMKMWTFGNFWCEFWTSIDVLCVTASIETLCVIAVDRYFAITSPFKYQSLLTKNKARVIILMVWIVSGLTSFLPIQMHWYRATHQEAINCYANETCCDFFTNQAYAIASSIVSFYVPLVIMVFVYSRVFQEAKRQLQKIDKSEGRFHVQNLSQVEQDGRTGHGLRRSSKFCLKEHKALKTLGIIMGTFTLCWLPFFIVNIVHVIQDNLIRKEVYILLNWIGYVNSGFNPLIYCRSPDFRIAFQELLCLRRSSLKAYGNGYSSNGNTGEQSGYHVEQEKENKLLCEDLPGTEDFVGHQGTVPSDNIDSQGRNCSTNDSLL
Eya2 inh = Eya2 (human) phosphatase inhibition; recombinant Eya2, OMFP fluorescence dephosphorylation (OMFP is methylfluorescein phosphate); O00167; Potency, µM (titrated, usually from 76.9 µM), without a hit: top-dose activity, negative = inhibition, actives largely listed as inhibitors; actives 0.006% (n = 330,000); also: potency is read from the fitted curve at half-maximal effect; % is scaled to controls: 0 for no effect and ±100 for the full control effect
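Eya2 (0.2 uM) preincubated 10 min at ambient with compound, then OMFP substrate added at 50 uM; 10 min reaction in 50 mM HEPES pH 7.5, 50 mM NaCl, 5 uM MgCl2, 0.05% BSA, 1 mM DTT. Fluorescence read at Ex 485/Em 525 nm.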
Tb PFK block = blocks T. brucei phosphofructokinase; O15648; T. brucei PFK, ADP-Glo luminescence; Potency, µM (top dose mostly 57.5 µM), inactives show at the top dose activity, negative = inhibition, most hits filed as inhibitors; actives 0.17% (n = 330,000); AID 485367;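 also: potency is read from the fitted curve at half-maximal effect; 0% = uninhibited 1x PFK enzyme wells and -100% = no-enzyme wells; nearly all actives have a fitted effect of over 60% in size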
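Luminescent ADP detection (ADP-Glo, two-step: ATP depletion then ADP-to-ATP conversion for luciferase) reported PFK activity after 45 min room-temperature reaction of 1.25 nM enzyme with 0.5 mM F6P and 0.1 mM ATP at pH 8.0.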
TSG101-PTAP inh = blocks PTAP/TSG101 interaction to inhibit HIV-1 budding; Fluorescence polarization, FITC-PTAP peptide / Tsg101 binding; 340,000 tested, under 10 active; Potency, µM (highest dose often 115 µM), for inactives: at the highest dose activity change, negative = inhibition, most hits filed as inhibitors; AID 493005; active = well fitted inhibition curve with a large enough effect in the main read-out, with a control signal flat, not every such curve was filed as active; inconclusive = small, poorly fitted or top-dose-only effect, or effect the other way, or a change in a side signal; inactive = no such curve, though single readings can be large or run the other way; also: potency is read from the fitted curve at half-maximal effect; % of control where 0% means no effect
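Steps: Tsg101 binding domain dispensed (10 uM final), compounds pinned in DMSO, FITC-labeled PTAP-motif peptide added (50 nM final); after 20 min binding at room temperature, polarization measured.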
Numbers without * were called inactive; ? = inconclusive; . = no result given; [ ] = dose if it differs, or a comment. Unless noted, calls follow the shape of the dose curve; as a rule, active = well fitted curve in the direction sought with a large enough effect; inconclusive = small, poorly fitted or top-dose-only effect, or another doubt; inactive = no such curve, though single readings can be large; an effect the other way counts as inactive or inconclusive.

Compound,TCR activator,ELG1 DNA repair,USP2a inh,BCR signal inh,TSHR antagonist,uPA generation,Mito fusion act,B2AR arrestin,Eya2 inh,Tb PFK block,TSG101-PTAP inh
CN(c1ccc(C(=O)N2CCN(c3ccc(F)cc3)CC2)cc1)S(C)(=O)=O,-31%,-3%,0%,-5%,5,8%,-5%,-0.1%,7%,0%,-5%
CC(=O)Nc1ccc(OC(=O)c2ccc(Br)c([N+](=O)[O-])c2)cc1,-1%,?,0%,?,-10,1%,15%,-0.4%,-24%,-6%,-1%
CN(C)S(=O)(=O)c1ccc(NC(=O)CCNC(=O)c2ccc([N+](=O)[O-])cc2)cc1,0%,-20%,-1%,1%,-11,3%,8%,-0.1%,-3%,8%,-5%
Cc1onc(-c2ccccc2Cl)c1C(=O)Nc1ccccc1N1CCOCC1,-1%,2%,-10%,16%,-3,17%,3%,0.1%,5%,4%,-2%
O=C(COC(=O)Cc1ccc(S(=O)(=O)N2CCOCC2)s1)Nc1ccc(F)cc1F,-1%,-2%,2%,0%,-8,1%,.,0.2%,2%,-1%,-3%
COc1ccc(C(=O)N2CCOCC2)cc1Br,-2%,0%,2%,?,-8,-3%,0%,0.4%,-9%,0%,-1%
CC(=O)c1cccc(NC(=O)CO/N=C2/CCCc3nonc32)c1,8%,-3%,2%,-6%,-11,12%,1%,-0.6%,5%,-1%,0%
Cc1nc(C)c(C(=O)Nc2cccc(Cl)c2)o1,5%,-1%,-1%,-1%,-7,.,-1%,0.2%,0%,13%,-11%
Cc1cc(C)n(-c2nc(-c3ccc(Cl)c(Cl)c3)cs2)n1,3%,?,1%,?,-10,4%,0%,-0.4%,15%,1%,1%
CCc1nnc(NC(=O)CCn2cnc3ccccc3c2=O)s1,-12%,6%,-4%,?,4,3%,4%,0.1%,14%,0%,0%
O=C(c1n[nH]c2ccccc12)N1CCCCC1,3%,7%,6%,-2%,2,6%,2%,-0.2%,13%,-5%,-2%
CCCCCC(=O)OCCc1c(C)nc2nc[nH]n2c1=O,0%,-5%,-1%,2%,-6,6%,-5%,0.1%,-5%,-4%,-4%
C=CCn1c(=O)c2ccccc2n2c(Sc3nnnn3-c3ccccc3)nnc12,19%,-6%,0%,?,-11,-4%,5%,-0.2%,7%,-2%,1%
Cc1ccnc(NS(=O)(=O)c2ccc(NC(=O)CN3C(=O)CCC3=O)cc2)n1,4%,13%,3%,6%,7,5%,-4%,0.1%,2%,-4%,-8%
CNC(=O)c1cc(Nc2nnc(-c3ccc(O)cc3)c3ccccc23)ccc1OC,-6%,-4%,-6%,?,-21,-6%,5%,0.1%,-9%,1%,-5%
CCc1cccc(C)c1NC(=O)Cn1nc(C)n2cccc2c1=O,4%,8%,2%,-2%,-2,6%,1%,-0.2%,-3%,-5%,-2%
Cc1cccc(NC(=O)CC2(CC(=O)O)CCCC2)c1,1%,21%,-1%,6%,0,9%,10%,-0.4%,-26%,-7%,-5%
Brc1cccc(CNCc2ccncc2)c1,-5%,-9%,1%,-6%,-9,-1%,-1%,-0.7%,0%,-10%,0%
Oc1ccccc1OCCOc1ccccc1OCCOc1ccccc1O,3%,?,3%,?,-10,-1%,1%,-0.5%,-2%,-3%,1%
CC(C)(C)c1ccc(C(=O)Nc2c3c(nn2C(C)(C)C)CS(=O)(=O)C3)cc1,-4%,-1%,3%,?,-12,-13%,2%,-0.3%,-7%,0%,0%
CCc1nc(N=Nc2c(O)[nH]c3ccccc23)c2c3c(sc2n1)CCC3,3%[46.1 µM],2%,2%,?,-4,5%,7%,0.1%,0%,-1%,1%
COc1ccc(-c2nn(-c3ccccc3)cc2CNC[C@H]2O[C@@H](n3cnc4c(N)ncnc43)[C@H](O)[C@@H]2O)cc1,-12%,?,4%,-15%,-14,11%,.,0.2%,-8%,-1%,-3%
COC(=O)c1cn(NC(=O)Cn2nc([N+](=O)[O-])c(Cl)c2C)c(=O)c2ccccc12,.,13%,3%,4%,7,3%,-26%,0.0%,22%,2%,1%
O=C1CC(N2CCN(c3ccccc3Cl)CC2)C(=O)N1c1ccc(F)cc1 (configuration not stated),3%,-13%,-4%,-8%,-12,8%,-13%,-0.4%,12%,1%,-8%
CN(C)c1ccc(-c2nc3n(n2)C(c2cccnc2)C2=C(CC(C)(C)CC2=O)N3)cc1 (configuration not stated),1%,-14%,-1%,?,-10,-5%,-1%,-0.9%,-3%,-2%,-4%
Cc1cccc(N(C)S(=O)(=O)c2c(C)[nH]c(C)c2C(=O)N2CCCC2)c1,-3%,1%,0%,7%,-5,6%,0%,-0.1%,5%,-4%,-1%
CNC(=O)C1CC(=O)N(c2ccc(OCC(=O)N3CCCC3)cc2)C1 (configuration not stated),2%,?,0%,-1%,15,-1%,10%,0.1%,17%,-3%,-3%
CC(=O)N1c2ccc(S(=O)(=O)N3CCCC3)cc2CC1C(=O)Nc1cc(C)cc(C)c1 (configuration not stated),-3%,6%,1%,6%,23,-3%,.,-0.2%,-19%,2%,-5%
O=c1c(Cc2ccc(Cl)cc2)c(O)ccn1Cc1ccccc1,-7%,1%,1%,15%,-6,1%,7%,0.0%,16%,3%,-1%
O=C(Nc1ccc2c(c1)OCO2)N1CCC(CO)(CC2CCCCO2)CC1 (configuration not stated),1%,15%,-2%,0%,-4,-2%,0%,-1.1%,4%,-3%,0%
CCNC(=O)C(C)Sc1ccc(Cl)cc1 (configuration not stated),-1%,9%,0%,4%,12,-3%,-4%,-0.4%,11%,-17%,0%
CCC(C)NC(=O)C1CCN(S(=O)(=O)c2cccnc2)CC1 (configuration not stated),4%,3%,1%,?,-1,4%,-2%,0.1%,-4%,-5%,-4%
Cc1cc2oc(=O)cc(CN3CCOCC3)c2c(C)c1Cl,2%,14%,2%,1%,-3,-11%,8%,-0.4%,11%,-5%,-2%
COc1ccccc1CCCNC(=O)C1CCC(=O)N(CCc2cccc(F)c2)C1 (configuration not stated),3%,4%,1%,0%,12,8%,1%,0.1%,0%,1%,0%
O=C(COC(=O)CCCSc1nc2ccccc2[nH]1)Nc1ccc(Cl)cc1,-5%[46.1 µM],6%,1%,?,-15,3%,-2%,-0.1%,-5%,8%,-2%
COc1ccc(OCC(=O)c2c(O)c3ccccc3oc2=O)cc1,2%,-11%,-1%,?,-9,.,2%,-0.8%,12%,2%,1%

Retrieved by compound from the list above, two records:
Compound,TCR activator,ELG1 DNA repair,USP2a inh,BCR signal inh,TSHR antagonist,uPA generation,Mito fusion act,B2AR arrestin,Eya2 inh,Tb PFK block,TSG101-PTAP inh
CCNC(=O)C(C)Sc1ccc(Cl)cc1 (configuration not stated),-1%,9%,0%,4%,12,-3%,-4%,-0.4%,11%,-17%,0%
COc1ccccc1CCCNC(=O)C1CCC(=O)N(CCc2cccc(F)c2)C1 (configuration not stated),3%,4%,1%,0%,12,8%,1%,0.1%,0%,1%,0%

Assay outcomes (PubChem)
